# Screens (PubChem)
# ADAM17 inh = inhibits human ADAM17 | recombinant ADAM17, EDANS/DABCYL FRET peptide cleavage | inhibition, % at 6.95 µM | 370,000 tested, 0.83% active | AID 720648;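 active = inhibition above the mean of compounds lying between control limits plus 3 SD, set per campaign, cut at about 8.5% in these data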;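 also: 0% = DMSO-only wells as the low control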
# Target sequence (P78536 215-824 limits assumed): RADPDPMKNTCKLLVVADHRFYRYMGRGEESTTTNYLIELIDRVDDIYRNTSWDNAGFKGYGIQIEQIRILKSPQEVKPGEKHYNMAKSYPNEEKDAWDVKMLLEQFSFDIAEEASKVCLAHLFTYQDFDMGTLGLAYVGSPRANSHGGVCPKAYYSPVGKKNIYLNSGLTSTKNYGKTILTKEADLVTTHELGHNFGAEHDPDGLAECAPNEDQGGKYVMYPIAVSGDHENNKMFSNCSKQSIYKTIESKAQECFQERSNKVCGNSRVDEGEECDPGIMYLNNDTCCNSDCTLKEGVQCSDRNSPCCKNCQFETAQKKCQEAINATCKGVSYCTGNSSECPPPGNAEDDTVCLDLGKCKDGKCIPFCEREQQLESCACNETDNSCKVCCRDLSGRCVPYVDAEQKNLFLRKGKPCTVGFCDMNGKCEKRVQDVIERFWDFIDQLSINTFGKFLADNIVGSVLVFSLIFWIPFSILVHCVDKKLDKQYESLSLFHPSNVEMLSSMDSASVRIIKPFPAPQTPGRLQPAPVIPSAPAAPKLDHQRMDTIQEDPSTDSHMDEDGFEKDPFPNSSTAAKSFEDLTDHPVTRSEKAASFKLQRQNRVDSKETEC
# DAX1 inh-1 = DAX1 (NR0B1) inhibition, primary screen; HEK293T StAR-luciferase reporter, SF-1/DAX-1 repression relief; inhibition, % at 6.8 µM; 370,000 tested, 1.1% active; AID 652010;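 active = inhibition above the mean over all tested compounds plus 3 SD, cut at about 3.6% in these data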;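 also: 0% = DAX-1 cells with DMSO and 100% = cells lacking DAX-1 with DMSO; higher inhibition means more luminescence from relief of DAX-1 repression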
# NPR1 activator = GC-A (human) enzyme activation; P16066; HEK293 GC-A cells, cGMP TR-FRET, EC30 ANP; 0% at EC30 ANP, 100% saturating ANP; activation, % at 10 µM; 370,000 tested, 0.14% active; in the data active = activation above about 40%
# GAA850 FXN act = activators of GAA850 frataxin (FXN) promoter | HEK293 lucGAA850 FXN promoter luciferase reporter, 24 h; percent of 10 µM SAHA response | activation, % at 6 µM | 360,000 tested, 0.56% active | AID 540364;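 active = activation above the average of all compounds screened plus 3 SD, cutoff fixed separately per campaign, cut at about 7.5% in these data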;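 also: 0% = DMSO wells and 100% = 10 µM SAHA wells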
# hgDAF12 agonist = activates the H. glycines DAF-12 receptor ligand-binding domain | HEK293 GAL4-hgDAF12 UAS-luciferase reporter, agonist luminescence; normalized to butyrate control | activation, % at 6.8 µM | 370,000 tested, 1.8% active | AID 687014;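 active = activation above a cutoff set at the mean of all screened compounds plus 3 SD, cut at about 10% in these data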;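 also: 0% = DMSO wells and 100% = sodium butyrate wells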
# ssDAF-12 act = S. stercoralis DAF-12 activation, primary screen. HEK293 ssDAF-12/GRIP1 lit1-tk-luc reporter, luminescence; % of 3 µM dafachronic acid response. activation, % at 6.8 µM. 370,000 tested, 1% active. AID 652126;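 active = activation above the mean over all tested compounds plus 3 SD, cut at about 0.9% in these data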;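 also: 0% = DMSO-only wells and 100% = 3 µM delta7-dafachronic acid wells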
# DAX1 inh-2 = inhibitors of human orphan nuclear receptor DAX1 (NR0B1); HEK293 Gal4-DAX1 luciferase reporter, luminescence; inhibition, % at 6.75 µM; 340,000 tested, 0.99% active; AID 504766;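 active = inhibition above the mean over all tested compounds plus 3 SD, cut at about 4.2% in these data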;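 also: 0% = DAX1-transfected cells with DMSO and 100% = empty-vector control cells with DMSO; inhibition shows as a rise in luminescence from relieved DAX1 repression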
# Target sequence (P51843 207-470 limits assumed): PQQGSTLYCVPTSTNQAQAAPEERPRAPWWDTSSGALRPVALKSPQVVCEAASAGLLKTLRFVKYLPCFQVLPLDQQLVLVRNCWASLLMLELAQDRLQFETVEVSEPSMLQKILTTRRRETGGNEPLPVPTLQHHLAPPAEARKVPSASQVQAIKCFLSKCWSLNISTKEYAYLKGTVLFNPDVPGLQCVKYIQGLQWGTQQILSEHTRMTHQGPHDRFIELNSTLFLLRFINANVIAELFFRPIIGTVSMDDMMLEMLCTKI
# SMARCA2 act = SMARCA2 function activation, primary screen. MG213 cells, MMTV-luciferase reporter, dexamethasone, overnight. activation, % at 9.1 µM. 370,000 tested, 1% active; in the data active = activation above about 7.8%;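 also: 0% = vehicle wells and 100% = reference activator wells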
# PG9 Ab binder = PG9 antibody binding by small molecule; TR-FRET gp120-PG9 antibody binding; inhibition, % at 6.7 µM; 360,000 tested, 0.43% active; AID 624416; in the data active = inhibition above about 8.5%
# ADAM10 inh = inhibits human ADAM10; O14672; recombinant ADAM10, EDANS/DABCYL FRET peptide cleavage, 3 h; inhibition, % at 7 µM; 370,000 tested, 0.62% active;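 active = inhibition above a per-campaign cutoff equal to the mean of compounds falling between control-based bounds plus 3 SD, cut at about 20% in these data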;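 also: 0% = DMSO wells while the 100% control is not disclosed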
# hcDAF-12 act = H. contortus DAF-12 activation, primary screen. activation, % at 6.8 µM. HEK293 hcDAF-12 lit1-tk-luc reporter, luminescence; 0% DMSO, 100% Δ7-dafachronic acid. AID 652067. 370,000 tested, 1.4% active;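 active = activation above the mean of all tested compounds plus 3 SD, cut at about 5.5% in these data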;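 also: 100% = response to 3 µM Δ7-dafachronic acid high control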
# The depositor's hits bear a star; i = inactive; x = not tested or not shown.
SMILES,ADAM17 inh,DAX1 inh-1,NPR1 activator,GAA850 FXN act,hgDAF12 agonist,ssDAF-12 act,DAX1 inh-2,SMARCA2 act,PG9 Ab binder,ADAM10 inh,hcDAF-12 act
COc1cc(C2NC(=S)NC(c3ccccc3)=C2C(C)=O)ccc1O (stereo not given),-1,-0.7,0,1.8,0.9,-0.5,-0.8,-1,0.8,-2,0.3
CC(=O)NC(Cc1ccc(F)cc1)C(=O)NC1CCN(C(=O)NCc2ccccc2)CC1 (stereo not given),-5,0.2,0,-2.2,-1.1,-1.3,3.7,2,0.0,-8,0.2
Cc1ccc(-c2nnc(SCC(C)C)n2C)cc1,-4,1.3,-1,2.8,8.1,-0.2,3.5,0,3.2,-5,0.8
CC(=O)c1cccc(NC(=O)C(C)OC(=O)c2cc(C)oc2C)c1 (stereo not given),6,-0.8,2,0.5,-0.7,-0.9,-0.2,-1,0.3,-3,-0.4
C[C@@H](CN1C2=NC[C@H](C)N2C[C@H]1Cc1ccc(O)cc1)NC(=O)CCC1CCCCC1,1,0.2,1,-0.1,2.6,-1.4,1.1,0,1.2,2,-0.4
CCN(CC)C(=S)NCCc1ccccc1,-3,-0.3,1,0.6,0.4,-0.9,-0.6,1,-0.6,-8,0.4
COc1ccccc1CNC(=O)COC(=O)c1cccc(S(=O)(=O)N2CCOCC2)c1,-2,-0.6,0,0.7,-0.3,-0.6,-0.1,0,1.1,-3,-0.9
Cc1nc(NC(=O)/C=C/c2ccccc2)sc1C(=O)Nc1ccccc1,-3,-0.4,3,-5.5,1.6,-0.9,0.2,4,-6.3,-1,-1.2
COc1ccc(C(NC(=O)C2CCN(C/C=C/c3ccc(OC(C)=O)c(OC)c3)CC2)c2ccccn2)cc1 (stereo not given),0,0.2,-2,0.0,-0.7,-1.8,x,1,0.8,-8,-2.4
Cc1cc(C)cc(NCc2cc(=O)oc3cc(-c4ccccc4)c(O)cc23)c1,2,-0.2,0,2.9,-2.5,-0.9,-0.1,-3,-1.9,0,-0.7
CCCCC(=O)NC(=O)NC(c1ccccc1)c1ccccc1,3,-0.2,6,1.7,0.1,-0.8,-0.1,0,-2.2,5,0.3
Cc1ccc2nc(-c3ccccc3NC(=O)CCC(=O)O)c(=O)[nH]c2c1,-6,0.4,1,1.1,2.0,-1.1,1.6,-1,-2.1,-28,2.8
O=C1CCCC2=C1C1(O)C(=O)c3ccccc3C1(O)O2 (stereo not given),1,-0.3,0,0.7,-1.7,-1.1,-0.5,-2,0.8,7,0.3
CCC1Oc2ccc(C)cc2N(CC(=O)N2CCOCC2)C1=O (stereo not given),0,0.1,0,1.3,-1.1,-0.6,0.0,-2,-0.6,3,-1.4
CCN(CC)S(=O)(=O)c1cccc(C(=O)OCC(=O)NC(C)c2ccccc2)c1 (stereo not given),-3,0.6,0,0.1,5.2,-1.4,1.3,2,0.5,6,-0.4
Cc1ccc2[nH]c(=O)c(C(c3nnnn3C(C)(C)C)N3CCN(C(=O)c4ccco4)CC3)cc2c1 (stereo not given),-22,-0.5,5,0.3,2.0,-1.3,1.0,-1,0.5,-70,-1.2
CCn1c(SCC(=O)O)nc2ccccc21,-1,-0.8,3,-0.1,2.3,-0.7,0.7,-5,3.7,-3,0.8
CC(NC(=O)COC(=O)c1cc(NS(=O)(=O)c2ccc(Cl)c([N+](=O)[O-])c2)ccc1O)C1CC2CCC1C2 (stereo not given),8.8*,0.5,0,-1.6,0.3,-1.3,2.2,-5,-0.7,22*,-1.2
CC(=O)Nc1ccccc1Sc1ccc2c3c(cccc13)C(=O)N(c1ccc(C)cc1)C2=O,-1,0.1,2,0.7,0.5,-1.3,1.4,-5,-3.2,-11,0.7
Cc1ccc(NCc2nc(SCC(=O)Nc3ccccc3)n[nH]2)cc1,-4,0.9,3,-1.5,1.0,-0.7,2.2,2,0.1,-4,-0.9
CNC[C@H]1Oc2ccc(NC(=O)C3CCCCC3)cc2CC(=O)N([C@H](C)CO)C[C@@H]1C,-4,-0.1,0,0.4,1.9,-0.4,0.1,2,1.8,-10,-0.5
O=C(O)CCSc1nc2ccccc2n1CCOc1ccccc1,0,0.1,2,0.9,-0.6,-1.4,0.3,1,1.1,0,0.0
CCc1ccccc1NS(=O)(=O)c1cc2c3c(c1)CCN3C(=O)CC2,-1,0.6,-2,0.3,1.7,-1.1,-0.9,-1,0.5,-5,-0.5
CC(C)Oc1cccc(OCCN2C(=O)c3ccccc3C2=O)c1,2,2.4,-2,2.7,4.9,-1.1,0.5,1,-0.5,4,-1.2
CCOc1ccc(NC(=O)c2sc(N3CCOCC3)nc2-c2ccccc2)cc1,-3,0.0,-4,2.0,-1.2,-1.7,-1.4,0,1.9,-1,-2.5
O=C(CSc1nnc(Cc2cc(=O)[nH]c(=O)[nH]2)n1-c1ccccc1)N1CCCCC1,0,0.5,3,0.8,3.1,-0.1,4.1,0,-1.2,-6,1.9
O=C(CCCOC(=O)c1ccc(O)cc1O)c1ccc(F)cc1,3,-0.7,5,-0.6,-0.3,-1.0,-0.7,1,2.8,9,-1.1
CC(OC(=O)c1ccccc1C(=O)O)c1ccccc1 (stereo not given),-5,-0.7,2,-4.9,-1.6,-0.3,-3.4,2,0.6,-8,1.2
COc1ccc(C(=O)N/C(=C\c2ccccc2)C(=O)N2CCOCC2)cc1,6,-0.9,-1,-0.8,-3.3,-0.9,-0.2,0,-2.6,-3,2.0
CC1(C(=O)NS(=O)(=O)c2ccc(Br)cc2)CCN1C(=O)CCc1cccs1 (stereo not given),2,0.1,2,0.8,-0.8,-0.5,x,-2,1.2,-1,-0.5

# Laid out differently: 2 of the compounds above
COc1ccc(C(=O)N/C(=C\c2ccccc2)C(=O)N2CCOCC2)cc1
  ADAM17 inh: 6 | DAX1 inh-1: -0.9 | NPR1 activator: -1 | GAA850 FXN act: -0.8 | hgDAF12 agonist: -3.3 | ssDAF-12 act: -0.9 | DAX1 inh-2: -0.2 | SMARCA2 act: 0 | PG9 Ab binder: -2.6 | ADAM10 inh: -3 | hcDAF-12 act: 2.0

CNC[C@H]1Oc2ccc(NC(=O)C3CCCCC3)cc2CC(=O)N([C@H](C)CO)C[C@@H]1C
  ADAM17 inh: -4 | DAX1 inh-1: -0.1 | NPR1 activator: 0 | GAA850 FXN act: 0.4 | hgDAF12 agonist: 1.9 | ssDAF-12 act: -0.4 | DAX1 inh-2: 0.1 | SMARCA2 act: 2 | PG9 Ab binder: 1.8 | ADAM10 inh: -10 | hcDAF-12 act: -0.5

# (listing goes on)
SMILES,ADAM17 inh,DAX1 inh-1,NPR1 activator,GAA850 FXN act,hgDAF12 agonist,ssDAF-12 act,DAX1 inh-2,SMARCA2 act,PG9 Ab binder,ADAM10 inh,hcDAF-12 act
CCOC(=O)CC(NC(=O)c1cc2cc(Br)ccc2oc1=O)c1cccc([N+](=O)[O-])c1 (stereo not given),3,-0.4,2,-2.0,-0.1,-0.3,0.3,6,-1.9,3,-0.8
O=C1CCCc2sccc2N1,-4,-0.3,2,0.7,1.0,-0.4,0.4,-1,-1.8,2,-1.6
Cc1ccc(NS(=O)(=O)c2ccc(C(=O)N3CCCCCC3)cc2)cc1,-3,-2.3,-1,-0.4,-5.0,-1.4,-1.1,-3,-1.4,-12,-1.1
O=C(NCC(=O)N1CCCC(C(F)(F)F)C1)c1ccc(Oc2ccccc2)cc1 (stereo not given),-1,-4.3,5,-1.6,-0.1,-1.6,0.9,-1,-1.2,2,-3.8
CCOC(=O)C1CCN(C(=O)COc2ccc(S(=O)(=O)NC(C)(C)C)cc2)CC1,1,0.6,2,2.8,-1.8,-1.4,-0.4,-4,1.5,-2,-1.2
CC[n+]1c(C)sc2c3ccsc3ccc21,-4,-0.3,8,3.0,-0.1,-0.5,0.7,0,-1.1,-9,0.5
Cn1c(=O)c(=O)n(C)c2cc(S(=O)(=O)N3CCN(c4ccc(F)cc4)CC3)ccc21,0,-0.1,-4,-0.9,1.5,-1.1,0.1,-1,-2.2,0,-1.2
CN(CC(=O)N1CCN(c2cccc(Cl)c2)CC1)S(=O)(=O)c1cccs1,-2,-0.4,-1,-1.7,-2.8,-1.6,-0.7,-4,0.4,2,-0.2
NC(=O)c1cc(S(=O)(=O)NCCCc2ccccc2)cs1,-3,-0.3,2,0.2,-0.7,-1.5,-1.1,-2,-0.1,-1,-2.5
CC(=O)c1sc2nc(-c3ccco3)ccc2c1N,-7,0.0,1,6.4,0.8,-1.4,x,2,-0.9,-13,-0.3
COc1ccc(C(=O)NC(=S)NCc2ccccc2)cc1OC,4,0.2,3,1.0,-4.7,-1.0,1.0,-6,2.1,-6,1.1
O=C(NCCN1CCOCC1)C1CC(=O)N(c2ccc(F)cc2)C1 (stereo not given),-1,-0.3,7,-1.3,2.2,-0.2,0.1,0,1.3,1,-1.1
Cc1ccc(-n2c(SCC(=O)Nc3ccc4c(c3)OCCO4)nnc2-c2ccco2)cc1,-2,-0.9,-1,-0.3,-0.7,-1.6,-0.8,0,-0.5,4,-3.0
CCOc1ccc2oc(C(=O)N3CCCN(C)CC3)c(C)c2c1,-6,2.6,1,1.6,2.2,-1.0,0.9,4,-0.8,-27,1.1
COc1ccc2c(C)c(CC(=O)N3C[C@H]4C[C@@H](C3)c3cccc(=O)n3C4)c(=O)oc2c1OC,-87,-0.3,3,0.6,0.3,-1.4,1.9,0,-0.5,-361,0.4
O=C(c1ccco1)N1CCN(C(=O)c2cc3cc([N+](=O)[O-])ccc3oc2=O)CC1,-4,1.8,3,1.1,-0.2,-1.2,0.2,0,-1.1,4,-0.3
CC1CCN(C(=S)NC(=O)c2ccc(C(C)(C)C)cc2)CC1,6,-0.4,0,2.2,-0.8,-1.4,0.4,-4,0.1,-1,-1.5
Cc1ccc(-c2cc(C(=O)NCc3ccco3)c3ccccc3n2)s1,i,-0.4,3,4.9,0.3,-0.8,-0.5,1,-0.9,i,0.6
CC12CC(NC(=O)N1c1cccc(C(=O)NCc3ccccc3)c1)c1ccccc1O2 (stereo not given),-2,0.0,-1,x,-1.0,-1.4,x,-1,0.5,-15,-1.1
CCn1c(=O)n(CC(=O)N2CCOCC2)c(=O)c2ccccc21,-6,-0.1,-2,x,-0.1,-1.4,x,-4,x,-22,-0.7
O=C(Cc1cccc2ccccc12)NN=Cc1ccc2c(c1)CCC2,-1,0.0,-4,0.3,1.6,-1.2,0.6,-1,0.1,-6,0.5
Cc1ccccc1N1CCN(C2CCCN(C(=O)CCn3cnnn3)C2)CC1 (stereo not given),-3,-0.2,5,-0.8,-0.8,-0.8,-0.3,-1,-1.7,-4,0.3
CCc1nnc(NC(=O)CSc2nnc(C3CCCCC3)n2-c2ccccc2)s1,-1,-0.4,1,-2.6,-1.4,-0.9,-0.9,-2,0.4,-2,-0.8
Cc1ccc(NC(=O)CN(C)C(=O)Cc2ccc(Cl)c(Cl)c2)cc1,1,0.1,-4,-0.1,1.9,-0.9,-1.2,2,-1.5,5,2.3
COc1cc2c3c(c1OC)C1(C=CC(=NNC(N)=O)C=C1)CC3N(C(C)=O)CC2 (stereo not given),0,-0.5,4,0.7,-3.2,-1.0,-1.0,0,-2.8,-3,-1.8
